Source: PubChem BioAssay (several laboratories)
PHOSPHO1 inh: inhibitors of human PHOSPHO1 phosphatase; recombinant PHOSPHO1, absorbance phosphatase assay; inhibition, % at 13.3 µM; actives 1.1% (n = 290,000); AID 1565; in the data active = inhibition above about 60%
CHRM4 PAM: CHRM4 positive allosteric modulation. actives 0.4% (n = 360,000). activation, % at 3 µM. AID 624126. P08173. CHO-K1 hM4/Gqi5, Fluo-8 calcium fluorescence, ACh EC20; 0% = ACh EC20, 100% = maximal ACh;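 active = activation above its plate's cutoff, the mean activation of sample wells plus 3 SD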; note: some results filed as inactive read as strong as hits
CRFR2-BP ag: agonists of human CRF-binding protein/CRF-R2 receptor complex; HEK293 CRF-R2/CRF-BP, calcium dye fluorescence (FLIPR); percent of saturating CRF peptide response; actives 0.46% (n = 350,000); activation, % at 13.2 µM; AID 588473;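 active = activation of at least 50%, plus an integration ratio under a set limit after plate pattern correction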;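 note: plate controls were neutral control wells without compound for no effect and CRF at EC100 for full effect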
IDE act: IDE (human) activation, cell-based | P14735 | HEK cells, FAbeta-B cleavage, fluorescence polarization; 0% vehicle, 100% cell-free pure enzyme wells | activation, % at 5.96 µM | actives 0.073% (n = 340,000);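 active = activation above the mean of all tested compounds plus 3 SD, set per screening campaign, cut at about 17% in these data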
p-CIP stab down: p/CIP protein destabilization; Q05BA5; F442A p/CIP-EGFP cells, EGFP fluorescence, 16 h; decrease of EGFP signal, % at 10 µM; actives 0.01% (n = 290,000); AID 1984;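 active = EGFP signal decrease of at least 30% at 10 µM or well 3 SD below plate mean, unless failing retest; inactive = the rest, including hits failing retest or dose response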; note: some compounds called inactive have numbers as strong as hits; many of its hits are not listed in these tables
IDE inh: inhibitors of human insulin-degrading enzyme in cells; P14735; HEK cells, FAbetaB cleavage, fluorescence polarization; inhibition, % at 5.59 µM; actives 0.41% (n = 320,000);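 active = percent inhibition above the average of all tested compounds plus 3 SD, set per screening campaign, cut at about 16% in these data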;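 note: IDE supplied by intact live HEK cells; FP after avidin binding of uncleaved biotin substrate so inhibition keeps polarization high; 0% = DMSO wells and 100% = 60 µM reference IDE inhibitor Ii1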
CRFBP-R2 block: antagonists of CRF-binding protein/CRF-R2 receptor complex; HEK293 CRF-R2/CRF-BP, CRF-induced calcium fluorescence; inhibition, % at 11.8 µM; actives 0.59% (n = 350,000); AID 588475;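 active = inhibition of the ligand-induced calcium signal above about 50% at the single tested concentration, limit read from the data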
MEKK3 PB1 HTS: MEKK3-MEK5 PB1 interaction, increase or decrease; actives 1.4% (n = 290,000); Q99759; AID 1529; bead-based flow cytometry, Alexa488-MEK5 binding to MEKK3; actives lie on both sides; 0 = blocked by unlabeled MEK5, 100 = vehicle; binding response (% of control), % at 10 µM;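 active = binding response more than 3 SD above or below the average of its plate-row segment, actives on both sides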;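 note: Alexa488 bead fluorescence after subtracting the streptavidin-only scavenger bead signal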
GalR3 antag: antagonists of human GalR3; HEK293 GalR3-CNG cAMP membrane potential fluorescence; galR3 body fused to GalR1 C-terminus; actives 0.44% (n = 360,000); inhibition, % at 3 µM; O60755;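 active = inhibition above the screen-wide average plus 3 SD, cut at about 13% in these data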;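 note: forskolin and galanin both at EC90 stimulate the cells; cAMP rise reported by CNG channel membrane potential dye signal; 0% = forskolin plus galanin with DMSO and 100% = forskolin alone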
* hit, by the source's call; . = no result given.

The opening 2 records as a preview:
structure	PHOSPHO1 inh	CRFR2-BP ag	IDE act	IDE inh	MEKK3 PB1 HTS	p-CIP stab down	GalR3 antag	CRFBP-R2 block	CHRM4 PAM
COc1ccc(NS(=O)(=O)c2ccc(C)c(C(=O)NCCCN3CCCC3=O)c2)cc1	.	-0.1	1.1	2.7	.	.	-1.1	0.5	3.7
CCNc1nc(NC(C)(C)C)nc(N(CC)n2cnnc2)n1	-1.2	-2.2	0.9	-5.8	112.0	-8.9	-0.4	-2.9	-7.5

Main list (from the top)
structure	PHOSPHO1 inh	CRFR2-BP ag	IDE act	IDE inh	MEKK3 PB1 HTS	p-CIP stab down	GalR3 antag	CRFBP-R2 block	CHRM4 PAM
COc1ccc(NS(=O)(=O)c2ccc(C)c(C(=O)NCCCN3CCCC3=O)c2)cc1	.	-0.1	1.1	2.7	.	.	-1.1	0.5	3.7
CCNc1nc(NC(C)(C)C)nc(N(CC)n2cnnc2)n1	-1.2	-2.2	0.9	-5.8	112.0	-8.9	-0.4	-2.9	-7.5
CCOC(=O)C1=C(CSCc2ccccc2)NC(=O)NC1c1cc(C)ccc1C (centres undefined)	1.0	1.1	1.4	3.1	105.0	-8.9	-6.0	-44.4	-0.7
COc1ccc([C@@H]2CC=C(C(=O)O)CN2S(=O)(=O)c2ccc(Cl)cc2)cc1	.	-0.8	-7.2	0.9	.	.	1.8	-4.0	6.0
O=C1c2ccccc2NC(c2ccccn2)N1c1ccc(Cl)cc1 (centres undefined)	-10.6	2.5	-6.1	5.8	100.0	9.7	-5.2	-2.9	-13.2
C[C@@H]1CN([C@@H](C)CO)C(=O)c2cc(C3=CCCCC3)cnc2O[C@H]1CN(C)C(=O)Nc1cccc(F)c1	.	3.0	.	.	.	.	-6.6	-18.0	3.7
OCC1OC(n2cnc3c(NCc4ccccc4O)ncnc32)C(O)C1O (centres undefined)	.	3.7	-1.2	.	.	.	-8.0	-20.2	0.5
O=C(CN1CCN(C(=O)CNC(=O)c2ccc3c(c2)OCO3)CC1)Nc1ccc(F)cc1	.	-2.5	4.2	0.7	.	.	-4.3	-4.7	-0.9
CCC(C)NC(=O)C1CCCN(S(=O)(=O)c2ccc3c(c2)CC(C)N3C(=O)C2CC2)C1 (centres undefined)	30.6	0.4	8.8	3.0	104.0	-11.7	-0.1	11.2	4.2
Cc1cc(N/N=C(/CCC(=O)O)C(=O)O)nc2ccccc12	3.9	-0.9	-2.4	-2.1	97.0	3.5	-5.2	6.7	0.2
Cc1ccccc1Nc1c(-c2ccc(N3CCOCC3)cc2)nc2ncccn12	-14.5	0.7	1.1	0.7	102.0	-9.0	-4.8	-2.5	-0.6
Cc1ccc(NC(=O)CC2SCCNC2=O)cc1Cl (centres undefined)	-13.5	0.5	4.3	6.2	112.0	-9.3	-6.8	-2.6	2.4
CS(=O)(=O)N(CC(=O)NCCSCc1ccccc1)c1ccccc1Br	34.0	-4.0	1.2	-3.0	105.0	-9.7	-1.1	-10.1	-6.5
COc1ccc(-n2nc3cc(C)c(NC(=S)NC(=O)c4ccccc4C)cc3n2)cc1	33.0	4.8	3.1	-0.5	105.0	-6.9	-4.0	-116.6	2.6
CC(=O)c1c(OC(=O)c2ccccc2)c2ccccc2n1C	12.1	0.8	-1.4	3.3	100.0	-13.2	-2.2	-2.7	-6.2
CC1(c2ccccc2)NC(=O)N(CC(=O)NCC2CCCO2)C1=O (centres undefined)	.	-0.6	3.6	-1.1	.	.	-6.1	9.8	5.9
CCOc1ccc(OC(=O)C(CCS(C)(=O)=O)N2C(=O)c3ccccc3C2=O)cc1 (centres undefined)	-0.3	4.0	-3.7	9.6	96.0	2.2	7.3	-10.4	10.4
CCNC(=O)N1CCNC(=O)C1CC(=O)OC (centres undefined)	6.8	-1.9	3.6	6.5	97.0	-7.6	2.9	10.5	2.0
NNC(=O)Cc1cc(=O)[nH][nH]1	.	-1.5	.	.	.	.	-3.9	9.6	-3.6
CCC(CC)C(=O)NCCc1cc2c(OC)ccc(OC)c2[nH]c1=O	17.6	-1.2	4.8	-1.1	99.0	3.9	0.4	0.3	4.5
COc1ccc(CCNC2CCN(C)CC2)cc1OC	-1.5	-0.3	-1.7	2.4	100.0	-15.2	-2.2	-14.5	2.0
CCN(CC)c1ccc(/C=N/N=C(N)N)c(O)c1	55.7	2.5	17.5*	-1.6	93.0	4.3	3.6	-13.6	6.4
O=C(CNC(=O)c1ccccc1F)N/N=C\C=C\c1ccccc1	26.5	-0.7	6.2	0.5	100.0	-5.8	-4.1	-8.2	5.5
Cc1cc(C)c(C(=O)NCC2CCCO2)c(C)c1C(=O)NCC1CCCO1 (centres undefined)	35.1	-2.1	5.7	4.3	98.0	-5.7	-11.8	14.5	4.9
Cc1ccc(C2=NC3(CCCC3)NC2=S)cc1	43.1	-0.1	-1.9	3.6	99.0	-4.0	-4.0	5.3	-6.9
O=C(COc1cnc2ccccc2n1)NCCC1=CCCCC1	23.4	-1.9	-1.3	-0.3	99.0	3.0	-3.8	7.7	1.9
CC1CCCN(C(c2cccs2)c2nnnn2Cc2ccccc2)C1 (centres undefined)	14.5	3.0	3.6	5.5	100.0	-6.6	-3.0	30.6	-8.6
O=C1COc2ccc(C(=O)COC(=O)c3ccc(S(=O)(=O)C(F)F)cc3)cc2N1	.	-0.7	0.3	3.5	.	.	-2.5	-1.5	-6.0
COc1cccc(C(=O)c2c[nH]c(C(=O)NCc3cccs3)c2)c1	25.3	-0.3	-3.2	4.5	99.0	0.6	-6.5	-4.4	-2.1
COc1ccc(CN(C)C(=O)C2CCN(S(=O)(=O)c3cccs3)CC2)cc1F	.	1.0	4.5	-5.7	.	.	-5.6	1.1	1.7
CCCCCCCNC(=O)C1(CC2CC(c3ccc(Cl)cc3)=NO2)CCN(C(=O)c2cc(OCC)c(OCC)c(OCC)c2)CC1 (centres undefined)	-18.6	1.4	4.1	-5.0	101.0	-10.0	-2.6	4.2	2.5
CCn1c(O)c(/C=N/n2cnnc2)sc1=S	42.8	-1.1	1.6	6.0	101.0	-15.8	-3.0	-17.0	12.1
O=C(CSC1=Nc2ccccc2C2CC=NN12)Nc1ccc(F)cc1Cl (centres undefined)	0.7	-0.3	-1.1	-1.5	82.0	6.0	-10.5	-18.8	12.5
CCCc1ccc(S(=O)(=O)N2CCN(Cc3ccco3)CC2)cc1	.	-1.9	2.8	-3.4	103.0	-12.6	-1.5	22.5	-5.0
COc1ccc(-c2cn3cccnc3n2)cc1NC(=O)C1CCCC1	23.6	0.1	5.5	1.2	101.0	-1.6	-4.6	-6.1	5.5
CN(C)/C=N/C(=S)Nc1cc(Cl)cc(Cl)c1	7.7	-1.4	5.5	-4.1	83.0	8.0	-7.2	-12.4	-10.8
CCN(CC)Cc1c(C(=O)N/N=C/c2ccc(OCc3ccccc3C)cc2)nnn1-c1nonc1N	39.9	-0.3	-13.9	13.2	96.0	3.7	-3.2	-7.7	0.3
COCCNC(=O)C(OC(=O)c1ccco1)c1ccccc1Cl (centres undefined)	.	0.9	3.5	-2.5	107.0	-1.0	-8.7	2.5	-1.2
O=C(O)c1ccc(CNC(=O)c2ccc3c(c2)OCCO3)cc1	31.0	0.9	2.7	-0.7	102.0	-10.8	-3.2	0.7	3.2
CC(C)C(=O)Nc1c2c(nn1-c1ccccc1)CSC2	31.3	-0.3	3.7	0.8	102.0	-6.3	-8.2	3.0	-0.1
COc1ccc2c(c1OC)C(=O)OC2Nn1cncn1 (centres undefined)	27.7	3.9	8.3	4.7	101.0	1.3	-6.9	-16.1	-2.8
COc1ccc(OC)c(S(=O)(=O)Nc2ccccc2C(=O)N2CCCCC2)c1	.	-1.4	2.3	.	.	.	-6.2	-10.8	4.6
Cc1cc(N2CCOCC2)nc(N2CCOCC2)c1C#N	.	-3.0	.	.	.	.	-4.9	31.4	1.8
CN(C)c1ccc(CNC2C3CC4CC(C3)CC2C4)cc1 (centres undefined)	15.9	1.6	5.6	4.4	100.0	-0.9	-1.5	5.6	-13.4
COc1cc(/C=C/CO)cc(OC)c1OC/C=C(\C)CCC=C(C)C	17.5	-0.7	-4.8	-2.0	97.0	-1.1	-4.9	24.1	5.5
Cc1nnc(SCCn2c(N3CCC(Cc4ccccc4)CC3)nc3c2c(=O)[nH]c(=O)n3C)s1	24.8	16.6	.	0.1	113.0	-13.4	.	-45.3	.
CCOC(=O)c1ccc(NC(=O)CSc2nnc(-c3cccs3)n2C)cc1	29.3	0.4	-2.8	11.0	99.0	2.2	-1.2	-25.1	4.2
O=C(CN1CCC(n2nnc3cc(C(F)(F)F)ccc32)CC1)N1CCc2ccccc21	-4.9	-0.8	2.9	-3.7	97.0	-6.7	5.0	-3.2	3.9
CCCCN(C)CCNC(=O)CCNC(=O)Cn1ccc2ccccc2c1=O	8.8	-1.6	2.4	-4.5	104.0	-2.4	-3.5	8.9	6.2
Cc1ccc(S(=O)(=O)/C(C#N)=C/c2c(Oc3ccc(Cl)cc3)nc3c(C)cccn3c2=O)cc1	-34.5	.	.	1.2	93.0	-0.6	.	.	.
Cc1ccc(N(CCC#N)C(=O)CSc2nc3ccccc3c(=O)[nH]2)cc1	.	-0.7	-0.8	2.1	.	.	-7.3	-4.5	2.5
NC(=O)C(CC(=O)O)NC(=O)[C@@H]1CCOc2c(I)cc([N+](=O)[O-])cc2C(=O)N[C@@H](CO)C(=O)N[C@@H](Cc2ccc(O)cc2)C(=O)N1 (some centres undefined)	-11.1	-1.1	.	-5.1	97.0	-10.8	.	11.4	.
NC(=O)c1ccsc1NC(=O)COC(=O)c1ccncc1	.	0.2	-0.9	.	.	.	-4.6	5.1	6.6
CC(=O)N1N=C(c2ccccc2)CC1c1cn(C)c2ccccc12 (centres undefined)	0.0	1.8	-1.4	-1.6	157.0*	-16.6	-1.2	-21.9	-0.4
CCOc1cc(/C=N/NC(=O)C(O)(c2ccccc2)c2ccccc2)ccc1OC(=O)c1ccco1	.	0.8	6.9	3.7	.	.	-3.5	-5.2	-23.4
CCCN(CCC)CCNC(=O)Cn1cnc2sc(C)c(S(=O)(=O)N3CCOCC3)c2c1=O	.	-1.2	0.4	9.0	.	.	-2.6	-9.1	9.1
CC1CN(c2sc(S(C)(=O)=O)nc2S(=O)(=O)c2ccc(Cl)cc2)CC(C)O1 (centres undefined)	42.2	-3.4	1.9	-0.1	100.0	5.6	3.0	-9.3	-9.4
CC1(C)OC(=O)C=C(CC2NS(=O)(=O)OC3CCCCC23)O1 (centres undefined)	4.0	-1.2	6.9	3.9	96.0	-1.7	2.5	0.5	2.0
CCCCn1c(N)c(N(CC(C)C)C(=O)c2ccc3c(c2)NC(=O)C(C)S3)c(=O)[nH]c1=O (centres undefined)	33.4	-0.5	0.7	-0.3	101.0	9.3	-4.7	-0.1	-3.8
CC1(C)c2[nH]c3ccccc3c2C[C@H]2C(=O)N(CCCO)CC(=O)N21	37.1	-1.2	1.8	0.2	97.0	-4.2	-5.8	12.1	0.5
CCCCCCN1C=CC(=C2C(=O)c3ccccc3C2=O)C=C1	28.3	5.7	1.3	-0.4	98.0	6.8	-10.1	-6.3	-1.4
